EPAC1 agonist: EPAC1 (human) agonism. EPAC1 agonist qHTS, biochemical assay; response scale: 100% = response to 6.5 mM cAMP. hit rate 0.073% among 360,000. Potency, µM (series often up to 154 µM), for inactives: top-dose activation, actives largely listed as activators; note: potency is the fitted concentration of half-maximal effect; nearly all actives have a fitted effect of over 60% in size
Target sequence (O95398 whole entry, looked up): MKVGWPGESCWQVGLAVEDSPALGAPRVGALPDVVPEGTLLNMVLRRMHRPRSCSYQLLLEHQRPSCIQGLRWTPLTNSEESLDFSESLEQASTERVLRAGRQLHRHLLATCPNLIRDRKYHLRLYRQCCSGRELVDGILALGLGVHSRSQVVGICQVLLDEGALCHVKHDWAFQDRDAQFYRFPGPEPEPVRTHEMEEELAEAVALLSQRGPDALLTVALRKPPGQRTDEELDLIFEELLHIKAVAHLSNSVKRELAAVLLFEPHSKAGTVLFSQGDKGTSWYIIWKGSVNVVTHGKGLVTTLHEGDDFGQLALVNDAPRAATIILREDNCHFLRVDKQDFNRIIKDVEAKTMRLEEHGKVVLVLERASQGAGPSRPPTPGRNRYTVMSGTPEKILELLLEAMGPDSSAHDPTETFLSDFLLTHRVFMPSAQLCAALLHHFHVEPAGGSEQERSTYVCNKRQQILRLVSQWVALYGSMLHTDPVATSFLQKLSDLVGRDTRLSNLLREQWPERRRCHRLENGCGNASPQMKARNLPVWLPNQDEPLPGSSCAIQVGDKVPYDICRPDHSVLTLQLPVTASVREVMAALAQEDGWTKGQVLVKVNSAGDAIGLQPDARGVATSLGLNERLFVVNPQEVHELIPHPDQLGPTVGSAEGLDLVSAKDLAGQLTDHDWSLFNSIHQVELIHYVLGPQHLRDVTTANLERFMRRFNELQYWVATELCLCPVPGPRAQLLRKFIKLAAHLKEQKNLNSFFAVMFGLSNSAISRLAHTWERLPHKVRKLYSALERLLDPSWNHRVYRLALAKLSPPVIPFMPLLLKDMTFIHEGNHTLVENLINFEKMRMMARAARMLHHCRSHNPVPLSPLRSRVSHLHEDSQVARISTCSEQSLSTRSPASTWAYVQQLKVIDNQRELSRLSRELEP
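EPAC1 100 nM, Rap1B–BODIPY-GDP 250 nM, unlabeled GDP 50 uM; compound titration; 5 min RT; kinetic read ex480/em540 at 5-min intervals ×30 min; data normalized to 6.5 mM cAMP agonist control.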
PLK1 PBD block: blocks phosphopeptide binding to human PLK1 polo-box domain. AID 720504. hit rate 2.8% among 360,000. P53350. Potency, µM, without a hit: max response, negative = inhibition, actives largely listed as inhibitors. Plk1 PBD binding of FITC phosphopeptide, fluorescence polarization; note: potency is the fitted concentration of half-maximal effect; series mostly up to about 57 µM; % is set by controls: 0 for no effect and ±100 for the full control effect; nearly all actives have a fitted effect of over 65% in size
PI5P4K alpha inh: blocks human PI5P4K alpha kinase activity; PI5P4Kalpha enzyme, ADP-Glo luminescence, 60 min; hits give low values; max response, %; hit rate 1.2% among 330,000; AID 652105; active = max response of -50% or lower; inconclusive = between -30% and -50%; inactive = -30% or higher; note: value at the top dose of about 77 µM; % is set by controls: 0 for no effect and ±100 for the full control effect
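Human PI5P4Kalpha with substrate in 0.038 M HEPES pH 7.4, 0.28 mM EGTA, 0.1% CHAPS, 5% DMSO; reaction started with 5 microM ATP (final), 60 min at room temperature. ADP formed read by ADP-Glo luminescence.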
IL2 activator: IL-2 activation; IL-2 activation reporter assay, cell-based qHTS; stimulated with anti-CD3/CD4/CD28 beads; in transgenic mouse T cells; activation, % (series mostly up to about 46 µM); hit rate 0.065% among 360,000; in the data active = activation above about 50%; inconclusive = mostly about 30% to 49%; note: 0% is about no effect
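Quantitative HTS in unstimulated transgenic mouse T cells, with memory T cells as non-tolerant control and PMA/ionomycin as tolerance-bypass control. Compound pretreatment lasted 60 minutes before 18 h bead stimulation; EGFP/DsRed fluorescence read.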
FUS yeast rescue: suppressors of FUS proteinopathy in yeast. Potency, µM (top dose mostly 76.6 µM), without a hit: at the highest dose growth rescue (activation), most hits filed as activators. hit rate 0.24% among 390,000. S. cerevisiae FUS-expressing, growth rescue, OD600, 24 h;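 note: potency is the fitted concentration of half-maximal effect; plate controls were DMSO vehicle for no effect and reference control for full effect; nearly all actives have a fitted effect of over 55% in size; some results filed as inactive show a strong effect at the top dose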
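S. cerevisiae expressing FUS from galactose induction served as the toxicity model. Growth after 24hr at 30C, read as absorbance at 600 nm, indicates suppression of toxicity; compounds dosed at several concentrations.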
WRN helicase inh: inhibitors of human WRN helicase; Q14191; WRN helicase unwinding, fluorescent forked duplex, kinetic; Potency, µM (series often up to 114 µM), for the others: at the highest dose activity change, negative = inhibition, hits mostly inhibitors; hit rate 0.46% among 360,000; AID 651768; note: potency is the fitted concentration of half-maximal effect; % is set by controls: 0 for no effect and ±100 for the full control effect; nearly all actives have a fitted effect of over 55% in size
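Primary qHTS, 1536-well format. 20 nM WRN + compound, 15 min RT; start with 100 nM forked fluorophore/quencher duplex, 2 mM ATP (final); kinetic read ex 525/em 598 nm.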
EPAC1 antag: EPAC1 (human) antagonism | O95398 | Potency, µM (top dose mostly 115 µM), inactives show at the top dose activity change, negative = inhibition, usual class: inhibitors | hit rate 0.14% among 360,000 | AID 720709 | EPAC1 GEF assay, Rap1b-BODIPY-GDP exchange fluorescence;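 note: potency is the fitted concentration of half-maximal effect; plate controls were vehicle for no effect and positive control for full effect; nearly all actives have a fitted effect of over 50% in size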
Abeta yeast res: A-beta toxicity reversal in yeast. Potency, µM (doses to about 46.1 µM), for inactives: top-dose growth rescue, usual class: activators. yeast expressing A-beta42, growth rescue, OD600, 48 h; response scale: 0% DMSO, 100% iron-clioquinol control. hit rate 0.063% among 410,000; note: potency is the fitted concentration of half-maximal effect; nearly all actives have a fitted effect of over 55% in size
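Yeast growth medium received pinned compounds, then yeast cells expressing toxic A-beta were added; plates incubated at 30 C for 48 hr. Growth read as absorbance at 600 nm, normalized to DMSO and equimolar FeCl3 plus clioquinol controls.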
Numbers without * were called inactive; ? = inconclusive; . = no result given; & = joins results of further samples; [ ] = dose if it differs, or a comment. Unless noted, calls come from the whole dose curve; as a rule, active = well fitted curve in the direction sought with a large enough effect; inconclusive = small, poorly fitted or top-dose-only effect, or another doubt; inactive = no such curve, though single readings can be large; an effect the other way counts as inactive or inconclusive.

Results follow in this order: EPAC1 agonist	PLK1 PBD block	PI5P4K alpha inh	IL2 activator	FUS yeast rescue	WRN helicase inh	EPAC1 antag	Abeta yeast res
1: Cc1cccc(CC(=O)Nc2ccon2)c1
  4%	-16%	9	3.7	18%	-2%	-9%	4%
2: N#CC1=C(N)Oc2cc(N)ccc2C1c1ccc(F)cc1F (centres undefined)
  4%	-2%	-29	0.3	20%	3%	2%	-5%
3: Cc1noc(C)c1C(=O)OCC(=O)NCCc1ccc(Cl)cc1
  7%	2%	.	1.1	25%	0%	-2%	13%
4: Cc1ccc(NC(=O)COC(=O)c2ccc(S(=O)(=O)N3CCCC3)cc2)cc1
  4%	2%	5	-3.5	-17%	6%	16%	9%
5: COc1cccc(CN(C)CC(=O)Nc2cc3oc4ccccc4c3cc2OC)c1
  2%	0%	18	0.2	.	-9%	-14%	-33%[inhibitor]
6: CCOc1ccc(-c2ccc(C=O)o2)c([N+](=O)[O-])c1
  -9%	-11%	1	-0.4	.	-10%	0%	-22%
7: Cc1sc2ncn(CC(=O)NCCN(C)C)c(=O)c2c1S(=O)(=O)N1CCC(C)CC1
  -11%	-13%	-5	-1.4	1%	7%	-14%	-5%
8: Cc1ccc(NC(=S)c2nc3ccccc3[nH]2)cc1
  2%	-8%	-3	-5.0	.	-21%	?	5%
9: NS(=O)(=O)c1ccc(NC(=O)CSc2nc3ccccc3nc2N2CCOCC2)cc1
  -3%	-5%	11	-1.0	11%	-6%	6%	4%
10: CCC(CC)c1nnc(NC(=O)COc2ccc3c(c2)OCO3)s1
  4%	13µM*	-27	0.3	20%	-24%	3%	-10%
11: Cc1ccc(C(=O)N2CCC(C(=O)NCc3ccco3)CC2)cc1
  14%	-19%	-3	0.3	19%	11%	2%	4%
12: CCCN(CC(=O)Nc1ccccc1C)C(=O)c1nn(CC)c(=O)c2ccccc12
  -1%	0%	2	1.8	.	2%	4%	-1%
13: CCCCCN(C(=O)CCC(=O)OC(C)C(=O)Nc1cccc(C#N)c1)c1c(N)n(CCCC)c(=O)[nH]c1=O (centres undefined)
  -8%	4%	3	0.1	16%	-1%	-5%	-4%
14: Cc1cccc2cc(CN(CC(C)C)S(=O)(=O)c3ccccc3)c(=O)[nH]c12
  17%	1%	4	-3.0	?	-5%	11%	6%
15: CN(C(=O)c1coc(=O)c2ccccc12)c1ccc(Br)cc1
  4%	3%	2	0.1	5%	-5%	0%	6%
16: Cc1cccc(N2CCN(C(=O)c3ccc(CNc4c(N5CCC(C)CC5)c(=O)c4=O)cc3)CC2C)c1 (centres undefined)
  0%	1%	1	-2.5	7%	4%	-9%	-7%
17: Cc1ccc(NC(=S)N/C(=N/S(=O)(=O)c2ccccc2)c2ccccc2)cc1
  8%&2%	24µM*	1&-18	-2.6&-0.4	10%	-7%&6%	5%&-8%	1%&2%
18: CCCn1nc(NC(=O)c2ccncc2)c2cc3ccccc3nc21
  12%	-1%	3	-0.4	3%	-2%	-6%	14%
19: Cc1ccccc1NC(=O)C(C)OC(=O)CCC(=O)N(CC(C)C)c1c(N)n(CC(C)C)c(=O)[nH]c1=O (centres undefined)
  5%	-5%	6	-1.2	19%	-11%	-2%	3%
20: O=C(O)c1ccc(NC(=S)NC(=O)c2ccc3ccccc3c2)cc1
  10%	?	-25	1.5	6%	-21%	-12%	3%
21: Cc1cc(Cl)ccc1OCC(O)CNCCc1ccc(S(N)(=O)=O)cc1 (centres undefined)
  1%	-4%	-1	0.4	-19%	-18%	3%	-18%
22: O=C(NCc1ccccc1)C12CN(Cc3ccccc3)CC1C(c1ccc([N+](=O)[O-])cc1)=NO2 (centres undefined)
  14%	-7%	-5	-0.1	12%	-6%	0%	30%
23: CCOC(=O)c1c(CN(C)C)n(C)c2c(O)c(N=NC(N)=O)c3ccc(Br)cc3c12
  2%	21µM*	-19	-0.7	7%	-34%	3%	-22%
24: CC(C)CCOP(=O)(c1ccc(N(C)C)cc1)C(O)c1ccccc1 (centres undefined)
  3%	-13%	-3	0.6	7%	3%[57.1 µM]	-17%	3%
25: O=C(CCCl)N1CCCC2(CCCCC2)C1
  -5%	1%	-11	-2.3	-34%	-1%	17%	-17%
26: Cc1cccc(C)c1-n1c(C)cc(/C=C2\C(=O)NN(c3ccccc3)C2=O)c1C
  13%	-7%	.	?	37%	-17%	-26%	25%
27: O=C(/C=C/c1ccc(Br)o1)OCc1ccccc1
  4%	-1%	5	-1.0	-6%	-9%	3%	-3%
28: COc1cc(/C=C2\SC(=S)N(NS(=O)(=O)c3ccccc3)C2=O)ccc1O
  -11%	25%	-61*	-0.3	25%	50µM*	-10%	-26%
29: COC(=O)c1cnn2c(C)c(Cc3cccc(F)c3)c(C)nc12
  -1%	-4%	4	-2.0	-5%	-1%	-3%	-3%
30: Cc1cc2c(C)nc(N/N=C/c3ccc([N+](=O)[O-])cc3)nc2o1
  7%	2%	-6	0.9	.	-26%[11.6 µM]	?	6%
31: Brc1cc2c(cc1/C=N/Nc1nc(N3CCOCC3)nc(N3CCOCC3)n1)OCO2
  -2%	-8%	5	0.4	?	11%	-10%	5%
32: Fc1cc(F)c(F)c(SCn2cc(Br)cn2)c1F
  ?	-2%	0	1.0	-13%	7%	-6%	0%
33: CN(C)c1ccc(/C=N/NC(=S)NCc2ccccc2)cc1
  2%	24µM*	-7	-2.3	?	3%	2%	-19%
34: Cc1ccc(CNC(=O)c2ccc(NC(=O)CCS(=O)(=O)c3cccs3)cc2)cc1
  -3%	-4%	-6	-0.1	-19%	4%	-12%	-2%
35: COc1ccc(C)cc1NS(=O)(=O)c1ccc(Br)s1
  14%	2%	.	0.2	-6%	-12%	1%	-36%[inhibitor]
36: CC(=O)Nc1ccc(NC(=O)c2cccc(S(=O)(=O)N3CCCCCC3)c2)cc1
  -1%	-4%	4	-3.5	.	-23%	-8%	3%
37: CC(=O)N1CCN(S(=O)(=O)c2ccc(S(=O)(=O)N3CCCC(C)C3)cc2)CC1 (centres undefined)
  -5%	3%	-5	-0.1	-1%	3%	4%	-6%
38: CCCS(=O)(=O)N1CCC(C(=O)NC2CCCC(C)C2C)CC1 (centres undefined)
  1%	-2%	4	0.1	-6%	4%	-2%	7%
39: CN1CCN(c2ccc(NC(=O)C(C)(c3ccccc3)c3ccccc3)cc2)CC1
  1%	-1%	0	-2.3	-14%	-8%	-25%	8%
40: CCc1nc2ccc(C(=O)NCC3CCCCC3)cn2c1N(C)Cc1nccs1
  -9%	-3%	-7	-0.7	-13%	-4%	6%	3%

Part of the list above in order of molar mass, low to high.
Results follow in this order: EPAC1 agonist	PLK1 PBD block	PI5P4K alpha inh	IL2 activator	FUS yeast rescue	WRN helicase inh	EPAC1 antag	Abeta yeast res
25: O=C(CCCl)N1CCCC2(CCCCC2)C1
  -5%	1%	-11	-2.3	-34%	-1%	17%	-17%
29: COC(=O)c1cnn2c(C)c(Cc3cccc(F)c3)c(C)nc12
  -1%	-4%	4	-2.0	-5%	-1%	-3%	-3%
32: Fc1cc(F)c(F)c(SCn2cc(Br)cn2)c1F
  ?	-2%	0	1.0	-13%	7%	-6%	0%
38: CCCS(=O)(=O)N1CCC(C(=O)NC2CCCC(C)C2C)CC1 (centres undefined)
  1%	-2%	4	0.1	-6%	4%	-2%	7%
24: CC(C)CCOP(=O)(c1ccc(N(C)C)cc1)C(O)c1ccccc1 (centres undefined)
  3%	-13%	-3	0.6	7%	3%[57.1 µM]	-17%	3%
21: Cc1cc(Cl)ccc1OCC(O)CNCCc1ccc(S(N)(=O)=O)cc1 (centres undefined)
  1%	-4%	-1	0.4	-19%	-18%	3%	-18%
39: CN1CCN(c2ccc(NC(=O)C(C)(c3ccccc3)c3ccccc3)cc2)CC1
  1%	-1%	0	-2.3	-14%	-8%	-25%	8%
40: CCc1nc2ccc(C(=O)NCC3CCCCC3)cn2c1N(C)Cc1nccs1
  -9%	-3%	-7	-0.7	-13%	-4%	6%	3%
36: CC(=O)Nc1ccc(NC(=O)c2cccc(S(=O)(=O)N3CCCCCC3)c2)cc1
  -1%	-4%	4	-3.5	.	-23%	-8%	3%
28: COc1cc(/C=C2\SC(=S)N(NS(=O)(=O)c3ccccc3)C2=O)ccc1O
  -11%	25%	-61*	-0.3	25%	50µM*	-10%	-26%
37: CC(=O)N1CCN(S(=O)(=O)c2ccc(S(=O)(=O)N3CCCC(C)C3)cc2)CC1 (centres undefined)
  -5%	3%	-5	-0.1	-1%	3%	4%	-6%
22: O=C(NCc1ccccc1)C12CN(Cc3ccccc3)CC1C(c1ccc([N+](=O)[O-])cc1)=NO2 (centres undefined)
  14%	-7%	-5	-0.1	12%	-6%	0%	30%

(continued)
Results follow in this order: EPAC1 agonist	PLK1 PBD block	PI5P4K alpha inh	IL2 activator	FUS yeast rescue	WRN helicase inh	EPAC1 antag	Abeta yeast res
41: O=C(Nc1cc(Cl)ccc1Cl)P(=O)(O)c1ccccc1
  1%	-6%	4	-0.8	-1%	5%	6%	-11%
42: CCCCn1nnc(NC(=S)NC(=O)c2ccc(-c3cccc(Cl)c3Cl)o2)n1
  2%	?	-2	-1.7	52%	-19%	5%	-14%
43: O=C(c1cccc(F)c1)N1CCN(c2cc(N3CCCCC3)c(F)cc2[N+](=O)[O-])CC1
  21%	-1%	.	-1.4	40%	-13%	-7%	13%
44: NC(=O)CCCc1nc(-c2ccccc2)no1
  -2%	-4%	2	2.4	-19%	4%	-7%	2%
45: CCCCn1c(SCC(=O)NC2CCS(=O)(=O)C2)nnc1-c1ccc(OC)cc1 (centres undefined)
  -2%	-2%	2	-0.4	.	6%	-9%	-6%
46: CC(C)CCNC(=O)c1cn(CC(C)C)c(=O)c2c1c1ccccc1n2C
  -7%	-6%	2	2.2	-34%	1%	-7%	1%
47: CCN(CC)S(=O)(=O)c1ccc(OC(C)C)c(NC(=O)c2c3c(nc4ccccc24)CCN(Cc2ccccc2)C3)c1
  2%	-6%	12	-2.2	.	0%	-20%	6%
48: CC(C)C(c1nnnn1C1CCCCC1)N1CCc2ccccc2C1 (centres undefined)
  6%	-6%	.	1.3	3%	-1%	1%	4%
49: CC(=O)Nc1cccc(NC(=O)CSc2nc(=O)n(Cc3ccncc3)c3c2CCC3)c1
  8%	2%	0	2.4	5%	-5%	2%	-5%
50: CC1CN(Cc2nc3ccccc3c(=O)[nH]2)CC(C)O1 (centres undefined)
  2%	-3%	5	-0.5	-9%	1%	-9%	-20%

Screening data: PubChem, National Center for Advancing Translational Sciences (NCATS)
